Source: PubChem
PDI inh: inhibitors of human protein disulfide isomerase; P07237; PDI insulin aggregation turbidity, A650, 90 min; inhibition, % at 10 µM; actives 0.052% (n = 350,000); AID 588391;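 active = mean inhibition across replicates of 30% or more, whatever share of single replicates reach that level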;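 also: absorbance from insulin aggregation driven by PDI reduction with DTT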
Target sequence (P07237 whole entry, looked up): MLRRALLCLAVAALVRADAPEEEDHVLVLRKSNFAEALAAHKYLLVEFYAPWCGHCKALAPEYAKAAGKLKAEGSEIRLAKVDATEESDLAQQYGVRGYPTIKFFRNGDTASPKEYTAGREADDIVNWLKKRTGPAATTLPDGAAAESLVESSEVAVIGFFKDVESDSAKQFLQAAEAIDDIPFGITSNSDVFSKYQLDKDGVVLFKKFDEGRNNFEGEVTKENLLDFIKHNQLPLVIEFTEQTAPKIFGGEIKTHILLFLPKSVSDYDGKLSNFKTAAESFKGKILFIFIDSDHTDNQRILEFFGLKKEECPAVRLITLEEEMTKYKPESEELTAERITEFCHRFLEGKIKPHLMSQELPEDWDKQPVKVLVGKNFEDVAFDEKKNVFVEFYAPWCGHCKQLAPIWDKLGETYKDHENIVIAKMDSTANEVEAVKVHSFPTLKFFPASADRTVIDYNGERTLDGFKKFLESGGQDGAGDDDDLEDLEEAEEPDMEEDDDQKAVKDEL
KKLEB tox: reduces viability of KKLEB cystic fibrosis airway cells. KKLEB CF airway cells viability, ATPlite luminescence, overnight; stronger effect = lower value; cells stimulated with P. aeruginosa culture filtrate. activity change (cytotoxicity), % at 5 µM. actives 0.36% (n = 360,000);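 active = corrected activity change at or below -50% at 5 µM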
Shn3 3UTR inh: Schnurri-3 reporter inhibition in Clone20 osteoblasts. Clone20 osteoblast Shn3 3'UTR firefly luciferase, 24 h. inhibition, % at 12.5 µM. actives 0.52% (n = 360,000). AID 588674;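 active = mean inhibition of at least 75% with every replicate also reaching 75%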;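 also: 0% = median of neutral control wells and 100% = pilot-screen positive control compound; some compounds past the cut are filed as inactive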
NR2E3 ag-1: human photoreceptor-specific nuclear receptor agonism; CHO-S Gal4-NCOR/VP16-NR2E3 two-hybrid, luciferase; inhibition of corepressor binding, % at 3.98 µM; actives 0.35% (n = 360,000); AID 602229;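 active = inhibition above the mean of all tested compounds plus 3 SD, cut at about 70% in these data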;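 also: 0% = DMSO with NR2E3 transfected cells and 100% = cells lacking NR2E3 construct; higher means lower luciferase signal from less NR2E3 corepressor binding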
Target sequence (Q9Y5X4 whole entry, looked up, the tested form may be a part): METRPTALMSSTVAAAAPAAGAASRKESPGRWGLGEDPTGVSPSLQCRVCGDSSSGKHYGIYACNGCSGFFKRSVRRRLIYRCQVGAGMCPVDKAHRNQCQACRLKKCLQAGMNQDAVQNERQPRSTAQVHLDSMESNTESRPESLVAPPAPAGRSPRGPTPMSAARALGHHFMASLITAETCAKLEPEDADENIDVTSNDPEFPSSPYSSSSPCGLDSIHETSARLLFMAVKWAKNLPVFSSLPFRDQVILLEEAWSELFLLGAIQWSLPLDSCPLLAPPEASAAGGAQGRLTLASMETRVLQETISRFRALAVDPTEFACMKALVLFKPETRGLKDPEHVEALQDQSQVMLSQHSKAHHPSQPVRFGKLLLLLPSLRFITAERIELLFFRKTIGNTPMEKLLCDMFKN
CaV13 FRET inh: Disruptors of the CACNA1D IQ motif to Ca2+-dependent inactivation inhibitor domain association, primary screening, Förster resonance energy transfer in intact living …. HEK cells, CFP/YFP FRET ICDI-IQ, plate reader, 10 min; percent FRET-ratio fall versus neutral wells. actives 0.098% (n = 340,000). inhibition, % at 12.3 µM. AID 743397;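 active = mean replicate inhibition of at least 30% and at least 1% of replicates passing that level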;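 also: 0% = median of the neutral control wells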
CF NFkB block: inhibitors of cystic fibrosis induced NF-kB | KKLEB NF-kB-GFP reporter, PAF-induced, GFP fluorescence overnight | inhibition, % at 5 µM | actives 0.86% (n = 360,000);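 active = at least 50% inhibition at 5 µM, scaled per plate between neutral and stimulator controls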;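 also: PAF is a Pseudomonas aeruginosa culture filtrate used as stimulus; plate controls were PAF-stimulated DMSO wells for no effect and unstimulated DMSO wells for full effect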
Vif imaging: inhibitors of HIV Vif; HEK293T cells, Vif self-association by quenched fluorescence, imaging, 24 h; inhibition, % at 7.49 µM; actives 0.35% (n = 340,000); AID 602346; in the data active = inhibition above about 50%, passing the limit was not always enough; also: some results filed as inactive read as strong as hits
HIF-2a inh: HIF-2a inhibition | 786-0 RCC cells HIF-2a reporter, luciferase luminescence, overnight | inhibition, % at 18.8 µM | actives 0.72% (n = 360,000);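 active = inhibition of the luminescence signal of 40% or more relative to plate controls, in a single-dose primary screen at 18.75 µM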
NR2E3 ag-2: NR2E3 (human) agonism | Q9Y5X4 | GST-NR2E3/biotin-RetCOR TR-FRET, 1536-well | inhibition of corepressor binding, % at 4.78 µM | actives 0.12% (n = 320,000) | AID 2300;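 active = percent inhibition above the cutoff of mean plus 3 SD of all tested compounds, set per screening campaign, cut at about 20% in these data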;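 also: 0% = DMSO wells and 100% = biotin wells as full block of FRET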
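Material: NR2E3–RetCOR corepressor complex | Quantity: 1.35 nM GST-tagged NR2E3 final | Schedule: 5 h at 4 °C | Replication: Singlicate compound wells | Reagent: RetCOR corepressor, biotinylated, 7 nM | Controls: Biotin wells as high control, 0.6% DMSO wells as low control | Signal: TR-FRET, Eu(K)-anti-GST donor, streptavidin-D2 acceptor, ex 340, em 617/671 nm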
TRPM1 prom inh: MITF TRPM1 promoter inhibition in SK-MEL-5 cells; inhibition, % at 12.5 µM; SK-MEL-5 TRPM1 promoter luciferase, 24 h; actives 0.83% (n = 330,000);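 active = mean inhibition across replicates of 60% or more, whatever share of single replicates reaches that level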; also: values of inactives mirror those of a sister screen read the other way
Peg3 promoter: inhibitors of Peg3 promoter; HeLa PEG-Prom luciferase reporter, luminescence, overnight; inhibition, % at 20 µM; actives 1.7% (n = 360,000); AID 588405;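 active = inhibition of at least 50% at 20 µM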
* marks the source's active call; other numbers are inactive results; / = no result given. Random draw from the library; 3.3% or so of the library scored in one or more.

The first 11 compounds as a preview:
SMILES	PDI inh	KKLEB tox	Shn3 3UTR inh	NR2E3 ag-1	CaV13 FRET inh	CF NFkB block	Vif imaging	HIF-2a inh	NR2E3 ag-2	TRPM1 prom inh	Peg3 promoter
CC(=O)Nc1cccc(Oc2ccc3c(c2)C(=O)N(CCC(=O)O)C3=O)c1	3	-2	-4	-18	/	-13	-15	-6	-1	0	-3
Cc1cccc(NC(=O)N2CCC(c3nc4ccccc4o3)CC2)c1	-1	8	18	7	-8	-2	-9	11	-2	-3	9
CC(C)(C)NS(=O)(=O)CC12CCC(CC1=O)C2(C)C (stereo not drawn)	-1	-5	7	9	2	17	-12	9	-2	13	1
CCOC(=O)c1c(NC(=O)c2ccoc2C)sc(C(=O)N(C)C)c1C	-2	-33	5	-7	/	17	1	11	-1	7	11
CC(C)(C)C(=O)Oc1cc(N)n(S(=O)(=O)c2ccccc2)n1	-9	2	-4	-9	-4	12	/	23	0	8	0
CN(C)/C=N/C(=S)Nc1ccc(F)cc1	-2	-2	-24	-13	/	-3	-26	-58	-1	-16	-48
Cc1cc(N2CCCC2)nc2ccc(NC(=S)NCCCOC(C)C)cc12	-7	-20	-3	-22	-6	-4	-10	12	6	-5	4
CN(C)S(=O)(=O)c1cc(NC(=O)C2=COCCO2)ccc1Cl	-15	5	-9	1	-15	12	9	-26	5	-1	-38
COc1ccc(CCNC(=O)c2nnn(CC(=O)Nc3ccccc3C)c2N)cc1OC	-8	-3	20	-10	-4	15	8	2	4	-3	-6
COc1ccc(CNC(=O)CN2C(=O)COc3ccc(S(=O)(=O)N4CCCCC4)cc32)cc1	8	-13	-15	-34	-5	-9	-3	0	1	-8	-19
COc1ccccc1OCC(=O)NNC(=O)CCCC(=O)NNC(=O)COc1ccccc1OC	-2	4	1	1	-20	-1	-8	18	-2	6	4

The listing, from the start:
SMILES	PDI inh	KKLEB tox	Shn3 3UTR inh	NR2E3 ag-1	CaV13 FRET inh	CF NFkB block	Vif imaging	HIF-2a inh	NR2E3 ag-2	TRPM1 prom inh	Peg3 promoter
CC(=O)Nc1cccc(Oc2ccc3c(c2)C(=O)N(CCC(=O)O)C3=O)c1	3	-2	-4	-18	/	-13	-15	-6	-1	0	-3
Cc1cccc(NC(=O)N2CCC(c3nc4ccccc4o3)CC2)c1	-1	8	18	7	-8	-2	-9	11	-2	-3	9
CC(C)(C)NS(=O)(=O)CC12CCC(CC1=O)C2(C)C (stereo not drawn)	-1	-5	7	9	2	17	-12	9	-2	13	1
CCOC(=O)c1c(NC(=O)c2ccoc2C)sc(C(=O)N(C)C)c1C	-2	-33	5	-7	/	17	1	11	-1	7	11
CC(C)(C)C(=O)Oc1cc(N)n(S(=O)(=O)c2ccccc2)n1	-9	2	-4	-9	-4	12	/	23	0	8	0
CN(C)/C=N/C(=S)Nc1ccc(F)cc1	-2	-2	-24	-13	/	-3	-26	-58	-1	-16	-48
Cc1cc(N2CCCC2)nc2ccc(NC(=S)NCCCOC(C)C)cc12	-7	-20	-3	-22	-6	-4	-10	12	6	-5	4
CN(C)S(=O)(=O)c1cc(NC(=O)C2=COCCO2)ccc1Cl	-15	5	-9	1	-15	12	9	-26	5	-1	-38
COc1ccc(CCNC(=O)c2nnn(CC(=O)Nc3ccccc3C)c2N)cc1OC	-8	-3	20	-10	-4	15	8	2	4	-3	-6
COc1ccc(CNC(=O)CN2C(=O)COc3ccc(S(=O)(=O)N4CCCCC4)cc32)cc1	8	-13	-15	-34	-5	-9	-3	0	1	-8	-19
COc1ccccc1OCC(=O)NNC(=O)CCCC(=O)NNC(=O)COc1ccccc1OC	-2	4	1	1	-20	-1	-8	18	-2	6	4
Cc1cc(C)n(CC(C)NCc2c(C(=O)N3CCOCC3)nc3c(C)cccn23)n1 (stereo not drawn)	-1	-16	-25	-28	-2	-1	-3	10	-1	-5	2
CCOc1c(C)cnc2c1c(=O)n(Cc1ccc(Cl)cc1)c(=O)n2C	8	-9	21	0	-3	7	18	9	3	8	8
CCCCOCC1CC(CC#CCN2CCCCC2)C(=O)O1 (stereo not drawn)	-3	2	-11	-9	-4	5	/	11	/	9	-6
CCc1ccc(C(=O)NNC(=O)c2cc(S(=O)(=O)N(C)C)ccc2N2CCCC2)cc1	-2	-17	8	-44	/	28	3	1	5	-6	-2
O=C1C2C3C=CC(C3)C2C(=O)N1CCc1ccccc1 (stereo not drawn)	1	4	-1	-11	-6	-6	1	-16	3	-8	4
NC(=O)c1cc[n+](Cc2ccccc2Cl)cc1	0	2	-4	-14	-4	-11	8	20	-1	6	-7
CC(=O)Nc1ccc(OS(=O)(=O)c2ccc(C)cc2C)cc1	7	-16	4	9	-5	0	3	80*	3	-13	7
CC1(c2ccc(Cl)cc2)NC(=O)N(CC(=O)NC(=O)NCc2ccco2)C1=O (stereo not drawn)	0	0	17	-7	-5	12	4	13	-2	9	24
CC(C)C(=O)C1=Cc2cccc([N+](=O)[O-])c2OC1N1CCOCC1 (stereo not drawn)	7	21	9	-3	-4	-11	17	11	6	8	-11
CN(C)c1ccc(/C=N/NC(=O)COc2ccccc2)cc1	-4	-4	9	-3	5	-6	-9	-104	-3	-20	-104
CCC(=O)Nc1nc(C)c(C(=O)NC2CCCCC2)s1	1	-2	1	-27	-16	16	-4	12	4	-4	0
CCOC(=O)N1CCC(NC(=O)CSc2cc(=O)n(C)c3ccccc23)CC1	4	-8	-4	-5	-3	3	-1	-1	-3	-10	14
Cc1ccc(CN(C)C(=O)c2cccc(S(=O)(=O)N3CCc4ccccc43)c2)cc1	-4	-1	-65	-2	-7	-24	5	7	/	-1	46
CCOC(=O)c1c(-c2ccccc2)oc2ccc(OCC)cc12	1	1	9	-10	-4	-22	5	-9	0	-2	-12
Cc1cc(C(=O)N[C@H](c2ccccc2)[C@@]2(C)C[C@@H]2[C@@H](C)C(=O)Nc2ccc3ccccc3c2)n(C)n1	-4	-25	3	14	-6	31	-5	0	3	-4	36
O=C(CSc1ccc(Cl)cc1)Nc1ccccc1N1CCN(C(=O)c2ccc(Cl)cc2)CC1	-2	-8	8	8	-3	5	-13	14	-1	9	25
CCC(C)C(=O)Nc1ccc([N+](=O)[O-])cc1OC (stereo not drawn)	2	1	6	14	-5	-16	-5	-5	-2	-6	-14
COc1ccc(C(=O)C[n+]2ccc3c(c2)nc(-c2ccc(OC)cc2OC)n3C)cc1	-6	16	-8	-8	/	-3	-4	5	1	30	-1
Cn1c(SCc2ccccc2)nc(C(F)(F)F)cc1=O	0	4	-3	19	-13	17	0	8	4	3	-4
COc1ccc(S(=O)(=O)N(C)c2ccc(C(=O)NC3CCCC3)cc2)cc1	12	-8	24	9	-2	6	10	15	1	6	9
C=CCN1CCN(C(c2ccccc2OC)c2nnnn2C(C)(C)C)CC1 (stereo not drawn)	-4	0	-3	-17	-4	1	-1	9	2	9	2
CC(C)=CCc1c(O)c(CC=C(C)C)c2c(c1O)C(=O)CC(c1ccc(O)cc1)O2 (stereo not drawn)	/	-8	11	-3	/	27	-26	-34	2	-9	6
Cc1cccc(C(=O)O[C@@H]2[C@H](Cc3ccccc3)NS(=O)(=O)[C@H]3C[C@@H]4C=C[C@]23O4)c1	-2	10	10	-12	-10	-13	3	6	2	0	-14
O=C(Nc1ccc(Cl)cc1)Nc1ccc(Br)cn1	12	-4	-66	-41	-19	-2	18	-158	-2	-88	-79
COCCc1ccc(OC2(C)CCN(Cc3cccc(OC)c3OC)C2)cc1 (stereo not drawn)	0	-2	24	-36	-7	14	-3	-6	/	/	-2
COc1ccc(Cl)cc1NC(=O)c1cc(-c2ccc(C)cc2O)n[nH]1	1	1	0	-4	3	-21	4	-17	2	-4	1
COc1ccc(NC(=O)N2CCC(Cc3ccccc3)CC2)cc1	11	-11	12	-25	-11	20	-3	-68	1	6	-33
COc1cc(C(=O)O/N=C2/C=CC(=O)C(C)=C2C)cc(OC)c1OC	-5	2	10	-23	/	10	-9	22	/	30	-1
COC(=O)c1sc(-c2cccs2)cc1N	1	-5	/	-77	-3	9	-8	-340	-1	-27	-209
NC(c1csc(Nc2ccc(C(F)(F)F)cn2)n1)C1CCCCC1 (stereo not drawn)	14	-15	51	4	-5	16	0	9	/	/	99*
C/C(=N\NC(=O)c1ccccc1O)c1cccc(NC(=O)c2ccccc2)c1	6	20	-8	-65	-17	-11	-7	-72	-3	13	-2
CCNC(=O)C(=O)NCCC1CCCCN1S(=O)(=O)c1cccs1 (stereo not drawn)	6	-1	-4	7	/	-5	-1	9	1	-3	-12
COc1ccc(CC2(CO)CCN(Cc3ccc(OC(F)(F)F)cc3)CC2)cc1	-6	-2	1	12	-1	9	-16	11	-1	0	25
CCCCn1c(=NC(=O)c2ccc3c(c2)OCO3)c(C#N)cc2c(=O)n3cccc(C)c3nc21	6	-10	15	-13	9	-56	8	18	5	-12	30
O=S(=O)(c1ccc2oc3ccc(S(=O)(=O)N4CCCCC4)cc3c2c1)N1CCCCC1	1	-32	2	-15	-5	29	3	11	-1	0	17
Cc1c(Cl)cccc1NC(=S)N1CCCCCC1	-4	-9	4	19	-5	10	/	-16	5	-7	0
COc1ccc(-c2c(NC(=O)c3ccco3)n(C)c3ccccc3c2=O)cc1	-11	-32	6	-7	-6	7	17	-5	5	-2	8

Whole records, looked up by structure. Order of values: PDI inh, KKLEB tox, Shn3 3UTR inh, NR2E3 ag-1, CaV13 FRET inh, CF NFkB block, Vif imaging, HIF-2a inh, NR2E3 ag-2, TRPM1 prom inh, Peg3 promoter
Entry for COc1ccc(CC2(CO)CCN(Cc3ccc(OC(F)(F)F)cc3)CC2)cc1 → -6, -2, 1, 12, -1, 9, -16, 11, -1, 0, 25
Entry for CCNC(=O)C(=O)NCCC1CCCCN1S(=O)(=O)c1cccs1 (stereo not drawn) → 6, -1, -4, 7, /, -5, -1, 9, 1, -3, -12
